# Screening data (PubChem)
# m5-HT2A agonist = activates the mouse 5-HT2A serotonin receptor. P35363. CHO-K1 mHTR2A beta-arrestin complementation, luminescence; percent of 30 µM serotonin response. activation, % at 7.6 µM. 360,000 compounds, 0.66% hits. AID 624169;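 active = activation above a run cutoff, the mean activation of all tested compounds plus 3 SD, cut at about 14% in these data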;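 also: 0% = plate median of compound wells and 100% = 30 µM serotonin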
# MC4R antagonist = antagonists of human melanocortin 4 receptor (MC4R) | P32245 | MC4R-expressing cells, MTII-stimulated cAMP, LANCE TR-FRET | inhibition, % at 6.5 µM | 360,000 compounds, 0.48% hits | AID 540295;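 active = inhibition above its plate's cutoff, the mean of tested wells on that plate plus 3 SD, cut at about 29% in these data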;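 also: 0% = Melanotan II alone and 100% = Melanotan II plus saturating MCL0020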
#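 System: U2OS cells stably expressing human melanocortin 4 receptor (MC4R). Reagent: Melanotan II challenge after compound preincubation. Doses: 6.5 µM. Times: 30-min compound, 1-h challenge, 1-h detection, room temperature. Measured by: TR-FRET with Eu-cAMP and labeled anti-cAMP, 671 nm. Replicates: singlicate.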
# CaV13 FRET inh = Primary screen for inhibitors of IQ motif and Ca2+-dependent inactivation inhibitor domain binding in CACNA1D, Förster resonance energy transfer in living cells, …; HEK cells, CFP/YFP FRET ICDI-IQ, plate reader, 10 min; percent FRET-ratio fall versus neutral wells; 340,000 compounds, 0.098% hits; inhibition, % at 12.3 µM;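 active = mean replicate inhibition of at least 30% and at least 1% of replicates passing that level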;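 also: 0% = median of the neutral control wells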
# ABCB6 inh 2 = blocks the human ABCB6 transporter; K562-ABCB6 porphyrin accumulation, flow cytometry, 1 h; active compounds read low; fluorescence ratio to DMSO, % at 10 µM; 360,000 compounds, 0.19% hits; AID 602162;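 active = fluorescence ratio to DMSO below 75%, the collection mean minus 3 SD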;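 also: signal is porphyrin accumulated inside mitochondria; 100% equals median channel fluorescence of DMSO control wells; lower ratio means ABCB6 inhibition with less porphyrin fluorescence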
# Glyco luc inh = blocks N-linked glycosylation in D54 reporter cells | D54 ERlucT glycosylation luciferase reporter, 24 h; percent of 100 nM tunicamycin response | reporter increase, % at 12.5 µM | 360,000 compounds, 0.23% hits;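 active = mean luciferase reporter signal, scaled so untreated is 0 and the glycosylation-blocking control 100, at or above a set limit in every replicate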;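 also: luciferase carries N-glycosylation sites so blocking glycosylation raises the light; 0% = median of neutral control wells and 100% = median of 100 nM tunicamycin wells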
# ABHD5 PLIN5 PPI = blocks binding of human ABHD5 to perilipin-5 | Q00G26+Q8WTS1 | Split G. princeps luciferase complementation, luminescence, 4 h | inhibition, % at 4 µM | 360,000 compounds, 0.78% hits;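 active = inhibition above the mean inhibition across every tested compound plus 3 SD, cut at about 22% in these data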;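 also: 0% = DMSO only wells and the 100% control is not disclosed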
# Target sequence (Q00G26 whole entry, looked up): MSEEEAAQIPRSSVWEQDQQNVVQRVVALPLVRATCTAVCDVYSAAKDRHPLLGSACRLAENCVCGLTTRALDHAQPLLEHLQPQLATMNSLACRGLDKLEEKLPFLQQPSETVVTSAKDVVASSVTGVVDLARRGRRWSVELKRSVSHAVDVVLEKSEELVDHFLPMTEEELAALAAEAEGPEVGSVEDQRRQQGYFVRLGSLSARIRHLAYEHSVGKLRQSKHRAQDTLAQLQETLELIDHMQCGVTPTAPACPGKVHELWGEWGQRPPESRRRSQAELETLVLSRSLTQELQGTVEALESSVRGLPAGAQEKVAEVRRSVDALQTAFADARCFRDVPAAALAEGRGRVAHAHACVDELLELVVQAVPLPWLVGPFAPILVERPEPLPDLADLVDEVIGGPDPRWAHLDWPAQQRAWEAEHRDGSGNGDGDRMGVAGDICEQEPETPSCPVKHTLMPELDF
# Target sequence (Q8WTS1 whole entry, looked up): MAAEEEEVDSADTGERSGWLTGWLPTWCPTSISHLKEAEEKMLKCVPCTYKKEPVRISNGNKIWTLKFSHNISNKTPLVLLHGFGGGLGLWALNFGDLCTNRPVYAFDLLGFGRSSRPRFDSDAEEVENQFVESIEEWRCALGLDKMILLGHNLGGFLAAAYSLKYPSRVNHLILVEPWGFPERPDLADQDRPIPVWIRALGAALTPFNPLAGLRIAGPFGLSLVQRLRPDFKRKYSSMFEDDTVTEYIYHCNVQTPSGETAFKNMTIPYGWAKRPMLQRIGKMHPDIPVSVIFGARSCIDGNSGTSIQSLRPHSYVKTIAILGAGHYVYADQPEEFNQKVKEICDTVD
# MC4R ag barr = activates human MC4R beta-arrestin recruitment; P32245; U2OS MC4R beta-arrestin complementation, luminescence; percent of melanotan II response, DMSO zero; activation, % at 8.9 µM; 360,000 compounds, 0.98% hits;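 active = activation above a per-plate cutoff, the mean activation of sample wells on that plate plus 3 SD, cut at about 8% in these data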
# Cardio protect = protects H9c2 cardiomyocytes from peroxide injury; protection from H2O2 cell death, % at 20 µM; H2O2 injury protection, ATPLite, 2 h; 360,000 compounds, 0.63% hits;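 active = compounds giving at least 50% protection of heart cells from peroxide-induced death in the single-dose screen, raw or plate-pattern-corrected value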;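 also: 0% = DMSO wells with peroxide and 100% = DMSO wells without peroxide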
# Granule exo inh = blocks lytic granule exocytosis; TALL-104 LAMP-1 surface exposure, flow cytometry; cells stimulated with thapsigargin and PMA; inhibition, % at 10 µM; 360,000 compounds, 0.66% hits;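 active = inhibition above about 55%, limit read from the data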
# PDI inh = PDI (human) enzyme inhibition; P07237; PDI insulin aggregation turbidity, A650, 90 min; inhibition, % at 10 µM; 350,000 compounds, 0.052% hits; AID 588391;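 active = mean inhibition across replicates of 30% or more, whatever share of single replicates reach that level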;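 also: absorbance from insulin aggregation driven by PDI reduction with DTT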
# * hit, by the source's call; . = no result given. An excerpt; the hit share may differ from the screen's.
# Sample of the layout:
Molecule	m5-HT2A agonist	MC4R antagonist	CaV13 FRET inh	ABCB6 inh 2	Glyco luc inh	ABHD5 PLIN5 PPI	MC4R ag barr	Cardio protect	Granule exo inh	PDI inh
Cc1ccc(S(=O)(=O)Oc2ccccc2C=C2C(=O)N(C)C(=O)N(C)C2=O)cc1	0.3	2.1	-5.4	96.0	-1.0	34.9*	-2.1	8.8	-9.4	7.1
Cc1sc2ncn(CC(=O)NCC(=O)N3CCC4(CC3)OCCO4)c(=O)c2c1C	-3.4	-0.3	-2.2	98.0	-1.2	-4.5	-1.3	7.7	1.1	21.8

# The whole of this part, from the start:
Molecule	m5-HT2A agonist	MC4R antagonist	CaV13 FRET inh	ABCB6 inh 2	Glyco luc inh	ABHD5 PLIN5 PPI	MC4R ag barr	Cardio protect	Granule exo inh	PDI inh
Cc1ccc(S(=O)(=O)Oc2ccccc2C=C2C(=O)N(C)C(=O)N(C)C2=O)cc1	0.3	2.1	-5.4	96.0	-1.0	34.9*	-2.1	8.8	-9.4	7.1
Cc1sc2ncn(CC(=O)NCC(=O)N3CCC4(CC3)OCCO4)c(=O)c2c1C	-3.4	-0.3	-2.2	98.0	-1.2	-4.5	-1.3	7.7	1.1	21.8
c1ccc2c(CN3CCN(C4CCCCC4)CC3)c[nH]c2c1	-0.6	1.2	.	120.0	-5.6	4.2	1.4	2.4	-5.5	1.3
Nc1c([N+](=O)[O-])cc(F)c(N2CCNCC2)c1Br	-1.1	19.2	2.8	100.0	-4.9	1.8	-1.4	0.6	-1.0	-8.5
COC(=O)C1=C(c2ccc3ccccc3c2)C[C@@H]2CC[C@H]1N2C(=O)N1CCCCC1	-12.3	-0.1	-6.6	96.0	-1.5	-0.8	-1.6	-22.9	-11.1	0.7
COc1cc(N2CCOCC2)ccc1C=C1C(=O)NC(=O)NC1=O	-3.4	4.2	-0.3	143.0	2.5	-13.4	-2.0	11.1	3.4	12.8
CC(Cc1ccccc1)NCC(=O)Nc1cc(N(C)C)nc2ccccc12 (configuration not stated)	-2.1	-6.4	-19.1	91.0	1.5	8.2	2.6	-7.2	61.5*	-6.7
Cc1nc2cc(C(F)(F)F)ccc2n1C1CCN(Cc2nnnn2Cc2ccc3c(c2)OCO3)CC1	-3.2	12.6	-4.7	97.0	3.0	16.5	-1.2	42.6	2.3	4.8
Cc1ccccc1-n1c(O)c(/C=N/NC(=O)c2ccncc2)c(=O)[nH]c1=O	-6.0	3.0	-8.0	101.0	0.9	-3.8	0.5	-0.9	20.1	0.9
O=C(CN1CC=C(c2ccccc2)CC1)NC(=O)NCc1ccco1	9.4	-3.3	-4.5	95.0	2.8	-0.6	1.6	-6.3	5.4	3.9
Cc1cc(OCC(=O)NCc2cccnc2)c2c3c(c(=O)oc2c1)CCCC3	3.0	6.1	-13.3	101.0	-1.2	12.1	-0.3	26.3	-1.1	-3.5
CN1CCc2nc(SCC(=O)OC(C)(C)C)c(C#N)cc2C1	-2.6	6.7	-4.1	110.0	1.6	7.6	-1.9	12.7	-0.9	2.0
N#CCCn1cc(C(=O)NCc2ccccc2)c(-c2ccccc2)n1	0.1	7.1	-5.2	97.0	-0.8	-1.2	0.2	-6.9	-1.1	-0.2
CCOP(=O)(OCC)C(NC(=O)c1ccc(C)cc1)=C(Cl)Cl	-0.3	-1.9	-3.6	98.0	2.1	-2.7	-1.1	0.5	1.1	-15.8
COC(=O)C1=C(c2ccc(OCc3ccccc3)cc2)C[C@@H]2CC[C@H]1N2C(=O)NCCCc1ccccc1	-0.8	21.7	-4.9	98.0	-7.3	-0.2	-0.9	-1.1	6.9	-0.1
Fc1ccc(NC2=NCCS2)cc1Cl	-5.6	9.1	-3.9	100.0	0.5	0.3	-3.1	-8.6	-1.9	0.3
Cc1ccc(C2(O)CC(C)N(C)CC2C)cc1 (configuration not stated)	-2.8	0.2	-0.9	102.0	0.4	0.6	0.1	15.0	0.6	-0.1
O=C(C(=O)N1CCOCC1)c1cn(CCCOc2ccccc2)c2ccccc12	-8.3	21.5	-2.1	101.0	0.8	-4.2	0.1	3.3	0.9	1.1
CCn1c(O)c(C=Nc2ccc(N3CCOCC3)cc2)c(=O)n(CC)c1=S	0.8	7.3	-10.8	162.0	0.6	-3.2	1.4	7.6	-0.1	-6.3
CC1=[N+]([O-])C2(N)CCc3nonc3C2(O)C1 (configuration not stated)	-1.8	6.2	-5.2	112.0	2.5	3.2	-0.9	0.2	-1.6	-3.4
CCCNC(=O)N1C2CCC1CC(O)(c1cccnc1)C2 (configuration not stated)	-6.5	1.3	-3.7	86.0	0.6	-6.3	-3.3	13.7	0.0	-4.5
COC(=O)C1=C(c2cccc(OCc3ccccc3)c2)C[C@@H]2CC[C@H]1N2C(=O)NCCCOC(C)C	-3.4	-2.3	-11.5	101.0	-2.9	2.6	-2.0	7.1	98.3*	1.1
NS(=O)(=O)OC(CCc1ccccc1)C(Cl)(Cl)Cl (configuration not stated)	-4.5	-0.7	-4.9	97.0	-2.0	-4.8	2.0	-12.8	-16.8	0.6
CCC(C)NC(=O)CN1C(=O)CN=C(c2ccccc2)c2ccccc21 (configuration not stated)	4.5	15.2	0.6	98.0	-0.3	-4.2	1.4	-4.5	-0.4	-0.4
CCCCCn1c(=O)c(C(=O)Nc2ccccc2C)c(O)c2ccccc21	4.9	3.3	-4.7	89.0	-2.1	4.3	-0.8	19.2	10.6	2.9
CCOc1ccc(-n2c(O)c(N=Nc3c(C)n(C)n(-c4ccccc4)c3=O)c(=O)[nH]c2=O)cc1	-12.6	13.8	-4.6	93.0	2.6	-4.1	-0.1	-0.5	4.1	3.1
O=C(C(=O)N1CCOCC1)c1cn(Cc2ccccc2Cl)c2ccccc12	4.9	3.5	-4.9	101.0	2.2	1.7	-2.8	2.3	-3.1	1.1
CC(=O)N1N=C2C3CCN(CC3)C2C1c1ccc(C)cc1 (configuration not stated)	4.6	9.6	-6.6	95.0	1.6	1.7	-0.3	18.9	4.8	.
CCCC1(CCC)C(=O)NC(=Nc2ccccc2)NC1=O	7.2	-7.8	.	100.0	-0.1	9.3	4.8	5.1	-0.7	-0.3
O=Cc1c(C(=O)O)n(Cc2ccccc2Cl)c2ccccc12	6.8	-8.0	-2.9	94.0	4.1	-3.6	-1.7	-6.5	-1.3	2.4
CC(C)CCn1c(N)c(C(=O)OCC2CCCO2)c2nc3ccccc3nc21 (configuration not stated)	9.2	-7.6	.	107.0	8.1	-13.0	-0.6	14.5	-1.6	5.0
C#C[C@]1(O)CCC2C3CCC4=C/C(=N/OCC(=O)NC(C)C(=O)NC(CCSC)C(=O)O)CC[C@]4(C)C3CC[C@@]21C (some centres not stated)	-3.2	-6.2	-4.6	84.0	3.1	-6.8	-0.7	1.0	-1.4	4.1
CCCCNC(=S)N1CCn2cccc2C1c1cccnc1 (configuration not stated)	2.5	9.8	2.9	102.0	3.3	2.4	-0.9	-0.9	3.3	4.1
CN1CN=C(N[N+](=O)[O-])N(Cc2ccco2)C1	-0.4	13.5	-6.1	99.0	2.2	2.4	-2.1	-0.1	0.6	6.9
COCCCNP1(=O)OCC(C)([N+](=O)[O-])CO1 (configuration not stated)	5.3	-2.7	-11.3	105.0	1.8	-11.0	-1.1	1.7	-4.5	1.4
COC1CCCCC1NCCc1ccccc1 (configuration not stated)	-0.5	12.5	-6.4	101.0	-0.2	-0.2	0.9	4.6	-1.6	-0.6
O=c1[nH]c(=S)n(-c2ccccc2Cl)c(O)c1C=NCCN1CCNCC1	10.2	10.0	-4.1	101.0	1.9	-0.1	-1.1	5.9	-10.5	-8.2
Cc1nc2ccccn2c1P(=S)(c1ccccc1)c1ccccc1	1.7	4.0	-5.2	101.0	-0.1	1.0	-1.6	-5.8	3.1	-11.6
COc1cc(CN=C(C)c2c(O)n(C)c(=O)n(C)c2=O)cc(OC)c1	-1.1	0.1	-13.4	95.0	0.4	2.5	-2.0	7.2	4.6	-8.5
NCC(O)c1cc(O)c(O)cc1F (configuration not stated)	55.8*	-17.9	-5.3	101.0	-1.6	-6.0	1.4	-0.4	-5.2	5.7
N#Cc1ncc(N=Cc2ccc(N(CCCl)CCCl)cc2)s1	1.3	-1.2	-2.1	108.0	-3.9	-7.9	-1.8	-4.1	5.8	-0.4
CCC(=O)Nc1ccccc1	1.0	9.4	.	99.0	2.9	0.1	-1.0	-2.5	3.9	.
CCCCCCOc1ccc(CN2CCN(CCO)CC2)cc1	-7.3	3.0	-5.5	95.0	-16.5	7.6	0.3	-2.8	3.5	-0.2
O=c1ccc2cc(OC3O[C@H](CO)[C@@H](O)[C@H](O)[C@H]3O)c(O)cc2o1 (some centres not stated)	-2.3	2.6	1.7	100.0	1.6	-2.5	0.4	-2.3	-4.2	1.0
CCC(CO)(C(=O)OC1CC2CCC(C1)N2C)c1ccccc1 (configuration not stated)	-6.2	3.9	-5.3	102.0	0.1	8.2	3.4	1.6	1.6	-17.7
CC1=CC(C)CC(C)OC(=O)CC(c2ccc(O)cc2)NC(=O)C(Cc2c(Br)[nH]c3ccccc23)N(C)C(=O)C(C)NC(=O)C(C)C1 (configuration not stated)	7.4	-0.8	-4.3	87.0	-17.0	-7.8	-0.9	-7.5	24.5	19.7
COC(=O)C1=C(c2cccc(OCc3ccccc3)c2)C[C@@H]2CC[C@H]1N2C(=O)NCc1ccc(Cl)cc1	-2.6	8.3	-5.1	96.0	-5.6	-2.8	-2.0	-2.0	-5.2	-2.8
Cc1ccc(S(=O)(=O)N2CCCC2c2cccnc2)cc1 (configuration not stated)	0.7	-0.5	-2.0	100.0	-1.3	4.2	-0.6	6.3	3.8	3.8

# Ordered by number of heavy atoms (largest number first): some entries from above.
Molecule	m5-HT2A agonist	MC4R antagonist	CaV13 FRET inh	ABCB6 inh 2	Glyco luc inh	ABHD5 PLIN5 PPI	MC4R ag barr	Cardio protect	Granule exo inh	PDI inh
Cc1nc2cc(C(F)(F)F)ccc2n1C1CCN(Cc2nnnn2Cc2ccc3c(c2)OCO3)CC1	-3.2	12.6	-4.7	97.0	3.0	16.5	-1.2	42.6	2.3	4.8
O=c1[nH]c(=S)n(-c2ccccc2Cl)c(O)c1C=NCCN1CCNCC1	10.2	10.0	-4.1	101.0	1.9	-0.1	-1.1	5.9	-10.5	-8.2
O=c1ccc2cc(OC3O[C@H](CO)[C@@H](O)[C@H](O)[C@H]3O)c(O)cc2o1 (some centres not stated)	-2.3	2.6	1.7	100.0	1.6	-2.5	0.4	-2.3	-4.2	1.0
CC1=[N+]([O-])C2(N)CCc3nonc3C2(O)C1 (configuration not stated)	-1.8	6.2	-5.2	112.0	2.5	3.2	-0.9	0.2	-1.6	-3.4
